# Platelet DG rel: platelet dense granule release activity; hit rate 0.22% among 300,000; human platelet-rich plasma, SFLLRN dense granule ATP release, luminescence; inhibition, %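 (compounds screened at 7.5 µM in platelet-rich plasma)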;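 active = mean replicate score, as percent of positive control, at or above 50; inconclusive = mean below 50 but at least one replicate at or above 50; inactive = mean and every replicate below 50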
# SKKanGAS inh: SKKanGAS growth inhibition; S. pyogenes SKKanGAS, kanamycin growth, BacTiter-Glo, 6 h; inhibition, % at 7.5 µM; hit rate 1.3% among 300,000; AID 1662;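 active = mean replicate score, as percent of positive control median, at least 50; inconclusive = mean below 50 but one replicate at or above 50; inactive = mean and every replicate below 50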;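 also: strain carries kanamycin resistance gene driven by streptokinase promoter and grows in 40 µg/ml kanamycin; loss of luminescence reflects streptokinase promoter inhibition or plain growth inhibition; 0% = median of DMSO wells and 100% = positive control at its reference dose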
# AI-2 QS mod: modulators of Vibrio harveyi AI-2 quorum sensing system. hit rate 0.4% among 300,000. Vibrio harveyi JMH597 AI-2 luminescence/OD600 ratio, 9 h; stronger effect = lower value; strain lacks LuxN and CqsS sensors; 0 = neutral-control median. activity change, % at 7.5 µM; in the data active = activity change below about -75%, passing the limit was not always enough; inconclusive = no clear call, values can overlap the other calls;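 also: luminescence divided by OD600 gain over 9 h not by final OD600 alone; inactives centre near 13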
# HSP90 inh: HSP90 refolding inhibition in rabbit reticulocyte lysate. luciferase refolding luminescence, 3 h. inhibition, % at 5.6 µM. hit rate 0.91% among 290,000. AID 1789;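 active = inhibition above the screen-wide mean plus 3 SD, computed separately per campaign, cut at about 16% in these data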;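 also: 0% = DMSO wells and 100% = 60 µM geldanamycin wells; inhibitors lower the luminescence because luciferase stays unfolded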
# KLF5 inhibitor: kruppel-like factor 5 inhibition; AID 1700; inhibition, % at 5 µM; DLD-1 KLF5 promoter-luciferase reporter, luminescence; hit rate 0.23% among 290,000;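 active = inhibition above a per-plate limit of that plate's mean compound inhibition plus 3 SD, cut at about 60% in these data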;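 also: 0% = DMSO wells and 100% = LY294002 at 200 µM; higher means less KLF5 promoter-driven luciferase light; inactives centre near -14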
# HSF1 inhib: HSF1 inhibition; NIH3T3-HGL HSE-luciferase, MG132-induced, luminescence 8 h; stronger effect = lower value; activity change, negative = inhibition, % at 7.5 µM (by protocol); hit rate 0.77% among 300,000;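 active = more than half of replicate wells show activity change below -50%, luminescence cut by over half; inconclusive = some wells, but at most half, below -50%; inactive = no replicate well below -50%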;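 also: luciferase reports HSF-1 transcriptional activity via heat shock element; 0% = median of DMSO wells and -100% = zero luminescence signal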
# aSyn UTR inh: MLPCN primary screen, SNCA 5' untranslated region; alpha-synuclein 5'UTR reporter, inhibitor activity; inhibition, % (tested at 7.5 µM); hit rate 0.82% among 300,000; in the data active = inhibition above about 60%; inconclusive = no clear call, values can overlap the other calls;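 also: H4 neuroglioblastoma cells stably carrying SNCA 5'UTR luciferase fusion; 0% = DMSO wells and 100% = positive control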
# HIF act: HIF pathway transcriptional activation; U2OS HRE-luciferase reporter, luminescence; normalized: DMSO 0%, desferrioxamine 100%; activation, % at 7.5 µM (by protocol); hit rate 0.32% among 300,000;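 active = mean activation of at least 10% of the iron chelator positive control signal, with at least half of replicates also reaching 10%; inconclusive = mean and replicate majority disagree about reaching 10%; inactive = mean and most replicates under 10%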
# IEC-6 cytotox: kills IEC-6 intestinal cells in KLF5 counter-screen. IEC-6 cytotoxicity, luminescence viability. inhibition, % at 5 µM. hit rate 0.78% among 290,000. AID 1825; in the data active = inhibition above about 22%;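 also: 0% = plate median of test compound wells and 100% = cytotoxic reference compound wells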
# HSF1 activator: increases HSF-1 driven luciferase reporter signal; NIH3T3-HGL HSF-1 luciferase reporter, MG132, 8 h; 100% = twice DMSO control signal; activation, % at 9 µM; hit rate 1.7% among 300,000;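 active = mean replicate activation of at least 50% with a set share of replicates each reaching 50%; inconclusive = only one of those two conditions met; inactive = mean below 50% and too few replicates reaching it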;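 also: 0% = median of the neutral control wells and 100% = twice that signal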
# The depositor's hits bear a star; ? = inconclusive; · = no result given.
SMILES,Platelet DG rel,SKKanGAS inh,AI-2 QS mod,HSP90 inh,KLF5 inhibitor,HSF1 inhib,aSyn UTR inh,HIF act,IEC-6 cytotox,HSF1 activator
Cc1ccc(NC(=O)COC(=O)c2cccnc2)cc1,4,-5,2,-3,-9,-2,-13,1.0,2,-10
CC1CCN(S(=O)(=O)c2ccc(C(=O)N3CCN(c4ccccc4F)CC3)cc2)CC1,1,3,30,1,3,-3,13,-2.3,0,-3
COc1ccc2[nH]c(C(=O)NCCCn3ccnc3)cc2c1,2,3,14,2,-26,0,-3,1.0,8,9
C=CCn1c(SCC(=O)Nc2ccc(-c3nc4ccc(C)cc4s3)cc2)nnc1-c1ccccc1,1,8,9,10,-87,-3,9,0.9,5,-1
COc1ccccc1NC1=CC(=O)CC(c2ccccc2)C1 (stereo unspecified),-45,-4,35,-1,-6,3,-19,1.7,14,9
Cc1ccc(CNC(=O)Cn2c(=O)n(-c3ccccc3)c(=O)c3sccc32)cc1,-1,-2,36,0,-13,-2,10,-0.5,-5,1
CC1(NC(=S)NCCCCCCNC(=S)NC2(C)CCS(=O)(=O)C2)CCS(=O)(=O)C1 (stereo unspecified),-14,-18,57,-5,-18,-1,-3,-0.5,2,4
Cc1cc2nc(CS(=O)(=O)c3ccccc3)cc(=O)n2[nH]1,-2,-1,6,-4,0,6,15,0.0,-9,10
Cn1c(C(=O)NCc2ccc3c(c2)OCO3)cc2sccc21,6,-6,37,0,-3,9,14,0.2,8,5
NC(=O)CSCc1nc2ccccc2s1,2,0,14,2,1,2,-65,0.3,-1,2
CCOC(=O)c1c(S(=O)(=O)N2CCCCCC2)c(C)n(C)c1C,2,?,20,-2,-11,3,4,0.6,1,31
COc1ccc(CNC(=O)c2cc(=O)c3ccccc3o2)cc1,·,3,22,5,-38,-6,-23,-1.1,5,-16
COCCNC(=O)C(c1ccc(C)o1)N(C(=O)c1snc(C(N)=O)c1N)c1cccc(C)c1 (stereo unspecified),-2,4,28,-1,-14,10,14,0.1,-5,15
O=[N+]([O-])c1ccc2c(c1)C(N1CCOCC1)/C(=C/COc1ccc(Cl)cc1Cl)O2 (stereo unspecified),1,5,8,4,7,7,13,-0.3,1,9
Cc1ccc(OC(C)C(=O)Nc2ccc(C)c(S(=O)(=O)Nc3ccc(C)cc3C)c2)cc1 (stereo unspecified),1,28,-28,3,0,9,17,-1.2,-2,21
CC1CCC(NC(=O)CN2C(=O)C3CCCN3c3ncc(Cl)cc32)CC1 (stereo unspecified),0,7,16,2,-17,-4,35,-0.2,2,-10
C=CCOc1ccc(/C=C\c2nc(O)c([N+](=O)[O-])c(=O)[nH]2)cc1OCC,10,2,23,0,-21,-5,-11,-0.2,-11,-5
Cc1ccc2c(c1)C(c1ccccc1)C(=O)O2 (stereo unspecified),13,0,39,-1,-1,5,9,-0.4,3,18
CCOC(=O)C1(CCCc2ccccc2)CCN(C2CCSCC2)CC1,-6,-19,20,-2,0,-5,-7,0.1,-3,11
CC(C)(C)c1cc(NC(=O)Nc2ccc(Cl)cc2Cl)no1,5,7,11,3,-16,6,-23,1.5,5,6
CCOCCCNC(=O)C(c1ccc(OC)cc1)N(Cc1ccc2c(c1)OCO2)C(=O)c1cnccn1 (stereo unspecified),-6,3,9,-2,-41,0,-1,-0.6,0,-1
CCCN1CC(O)=C(C#N)C1=O,-5,-3,9,-4,-1,-10,-19,-0.2,-6,-12
CCCCCNC(=O)C(=O)C1C(=O)Nc2ccccc21 (stereo unspecified),-11,-4,19,-7,-21,-2,18,-0.2,1,10
CC(C)(C)OC(=O)N[C@@H](Cc1ccccc1)[C@H](O)c1ccco1,0,-3,8,·,·,-1,-14,0.4,·,19
Cc1cnc(C(=O)OC(C(=O)c2c[nH]c3ccccc23)c2ccccc2)cn1 (stereo unspecified),-20,1,·,·,·,-3,18,0.1,·,-5
CC(C)(C)CC(C)(C)NC(=S)N1CCN(Cc2ccc3c(c2)OCO3)CC1,6,-2,5,4,4,-5,-2,-0.1,9,-4
COC(=O)c1ccc(NS(=O)(=O)c2ccc(OC)cc2)cc1,-2,2,-15,4,-20,-9,-1,0.0,-4,-11
CNC(=O)/C(C#N)=C/c1c(N2CCCCCC2)nc2c(C)cccn2c1=O,3,6,6,-3,-21,-3,5,0.4,-4,8
CC(C)C[C@@H](NC(=O)[C@H]1CCCN1C(=O)Cc1ccccc1)C(N)=O,0,5,36,-4,-19,9,-11,-0.5,0,2
COc1ccc(/C=N/N2CCN(c3ccc(Cl)cc3)CC2)cc1,-1,-4,14,2,-18,4,-11,-0.4,0,6
COC(=O)c1cccc(CN2C(=O)SC(Nc3ccccc3)C2=O)c1 (stereo unspecified),2,-2,8,-1,-12,-1,-2,-0.7,7,7
CCOc1ccccc1NC(=O)Nc1ccc(CC#N)cc1,-3,4,25,-2,-17,3,-23,1.5,0,9
O=C(CCn1c(=S)[nH]c2cc3c(cc2c1=O)OCO3)NCc1cccc(Cl)c1,-7,7,1,1,-21,-4,-1,1.2,4,10
O=C(COc1ccccc1)N1CCN(S(=O)(=O)c2ccc(Br)cc2)CC1,-8,1,15,-1,-21,20,5,-0.3,-1,43
COCC1COS(=O)(=O)NC1(C)C (stereo unspecified),-2,0,13,-2,-18,-7,22,-0.8,-2,-14
O=C(O)c1cccc(NC2=C(n3nnc4ccccc43)C(=O)c3ccccc3C2=O)c1,-2,4,10,4,-24,-6,-3,-0.4,0,-9
CCOC(=O)c1ccc(NC(=O)CSc2nccn2C)cc1,12,4,49,-2,-36,9,-60,2.4,-2,23
CCc1ccccc1NC(=S)N(CCN1CCOCC1)Cc1ccccc1F,-11,-3,6,3,4,0,8,0.3,1,-18
Cn1c(=O)c2c(nc(NCCOc3ccc(F)cc3)n2C)n(C)c1=O,-2,-3,44,0,14,-3,-3,-0.3,2,0
Cc1ccc(-n2c(P(C)(=O)O)nc3ccccc32)cc1,-5,-15,-1,-1,-1,7,-49,0.6,3,15
CCCc1cc(=O)c2ccc(OC/C(C)=N/O)cc2o1,-8,0,11,1,-9,-1,-14,0.5,-3,8
CCOc1ccc(NC(=O)CCn2cccc2)cc1,-1,-1,11,-5,-5,7,-48,0.2,-2,0
O=C(CCN1CCN(c2ccccc2)CC1)c1ccc(Cl)cc1,-4,1,13,-2,-21,5,10,1.2,5,-2
CN(C(=O)COC(=O)c1ccccc1SCC(=O)N1CCCC1)c1ccccc1,-25,-1,-1,2,-10,-2,-1,-0.2,4,3
Cc1ccc2nc(SCC(=O)NCc3ccc4c(c3)OCO4)nc(=O)n2c1,3,-5,28,·,·,-1,1,-1.5,·,3
Nc1nc(Cl)cc(Oc2ccccc2F)n1,1,9,8,0,-8,-1,20,-0.3,-2,-13
C=CCN1C(=O)C(O)(CC(=O)c2ccccn2)c2ccccc21 (stereo unspecified),6,2,16,-1,-11,1,5,0.4,1,-4
CCN(CC)c1ccc(C2N(C(=O)N3CCOCC3)CCN2S(=O)(=O)c2ccc(C)cc2)cc1 (stereo unspecified),3,-7,20,-1,-21,-2,-18,-0.1,0,1
COc1ccc(-n2nnnc2SCC(=O)c2cc3ccccc3o2)cc1,0,13,13,-1,-24,1,-16,0.1,-3,2
COc1ccc(C(=O)C2CCCN(C(=O)c3cccnc3OC)C2)c(C)c1 (stereo unspecified),0,0,-3,1,-4,0,11,-0.2,2,10
CCN(CC)C(=S)NC(=O)C12CC3CC(CC(C3)C1)C2,5,-5,16,-1,-54,4,-41,0.1,1,12
NC(=O)c1c(NC(NC(=O)c2ccco2)C(=O)c2ccc(Cl)cc2)sc2c1CCCC2 (stereo unspecified),5,17,24,5,-25,5,-11,0.4,0,6
COc1ccc(C(=O)/C=C/c2ccc(-c3ccccc3)cc2)cc1CSCC(=O)O,2,52*,26,-5,-3,24,-90,-0.4,-7,44
O=S(=O)(Nc1c(F)cccc1F)c1ccc2c(c1)OCCO2,12,-4,4,-1,-9,-1,2,-11,-3,17
COc1ccc(C(=O)CC(=O)c2ccc(OC)cc2)cc1,-11,-3,2,3,-28,4,-71,0.9,7,1
Cc1nnc(SCC(=O)Nc2ccc(S(=O)(=O)Nc3ccc(Cl)nn3)cc2)s1,·,·,17,-3,-14,·,·,·,-4,·
O=C(c1ccccc1)c1ccc(C(=O)N2CCOCC2)cc1,25,6,35,5,4,10,-17,-0.2,6,38
Cc1ccc2c(CC(=O)NC3=NCCS3)coc2c1,·,5,·,-3,-15,7,-15,0.2,-1,-10
O=C1C2CCCCN2C(=O)N1CCCCN1CCN(c2cccc(Br)c2)CC1 (stereo unspecified),1,3,23,-2,4,5,-4,-0.6,5,0
CN1C(C(=O)Nc2cccc(O)c2)=CC(c2ccco2)=NS1(=O)=O,21,-5,8,0,-7,-8,-8,0.0,0,-9
# Further results follow:
SMILES,Platelet DG rel,SKKanGAS inh,AI-2 QS mod,HSP90 inh,KLF5 inhibitor,HSF1 inhib,aSyn UTR inh,HIF act,IEC-6 cytotox,HSF1 activator
O=C(NCc1ccc(F)c(F)c1)C1CCC(=O)N(CCc2ccccc2)C1 (stereo unspecified),1,-2,19,-1,-34,3,-5,-1.8,-7,19
O=C(N/N=C/C(Br)=C/c1ccccc1)c1ccccc1F,-6,3,32,-3,-152,179,-201,-31,19,250*
Cc1ccc(C(=O)OCC(=O)c2cc(C)n(CC3CCCO3)c2C)cc1 (stereo unspecified),5,0,4,32*,-23,-39,-161,0.8,6,-43
CN(C)S(=O)(=O)c1ccc(C(=O)/C=C/c2cccnc2)cc1,2,-7,18,1,-10,-2,-9,-0.1,4,11
Cc1onc(-c2c(Cl)cccc2Cl)c1C(=O)c1ccc(F)cc1,0,4,28,3,-11,-7,-22,-0.3,4,6
O=C(Cc1csc(-c2ccccc2)n1)NCc1ccco1,-2,-4,10,3,-11,1,-22,1.5,-1,3
Cc1ccc(C(=O)OCC(=O)Nc2ccccc2N2CCOCC2)cc1,1,-3,-5,0,-5,-4,-6,-0.1,-6,-7
CCCCn1c(N)c(N(CC(C)C)C(=O)CSCC(=O)Nc2cccc(C)c2)c(=O)[nH]c1=O,-3,3,·,·,·,0,4,-0.2,·,6
CC(=O)NC(=S)Nc1cc(C(=O)O)ccc1Cl,-4,-6,5,1,-19,-7,7,0.2,-5,0
CC(C)CN(C(=O)COC(=O)C12CC3CC(CC(Cl)(C3)C1)C2)c1c(N)n(Cc2ccccc2)c(=O)[nH]c1=O,1,36,21,·,·,0,7,-1.4,·,-6
Cc1c(Br)c([N+](=O)[O-])nn1C(C)C(=O)Nc1ccc2c(c1)OCO2 (stereo unspecified),-4,1,23,1,-4,-3,0,-0.2,4,3
COc1cccc(C(=O)Nc2nnc(S(=O)(=O)N3CCCCC3)s2)c1,5,21,39,-4,10,-1,-12,0.0,9,-9
CCOCCCn1c(SCC(=O)Nc2ccccc2)nc2ccccc2c1=O,0,3,10,-3,-17,-2,9,-0.5,-2,6
